Kir21 block – inhibitors of mouse Kir2.1 inward-rectifier potassium channel; HEK293-Kir2.1, FluxOR thallium flux fluorescence; hits give low values; Inward rectifier potassium channel 2 (Mus musculus), P35561; AID 1672, 2009; hit rate 0.85% among 310,000; B-score at 10 µM;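 active = fluorescence ratio B-score at or below minus 3 SD of library scores, with starting-brightness B-score within 2 SD, cut at about -4.2 in these data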;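 also: channel flux triggered by added potassium and thallium sulfate stimulus; B-score of peak minus minimum fluorescence over baseline after thallium stimulus; more negative B-score means stronger Kir2.1 block with less thallium influx; some compounds called inactive have numbers as strong as hits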
Target sequence (P35561 whole entry, looked up): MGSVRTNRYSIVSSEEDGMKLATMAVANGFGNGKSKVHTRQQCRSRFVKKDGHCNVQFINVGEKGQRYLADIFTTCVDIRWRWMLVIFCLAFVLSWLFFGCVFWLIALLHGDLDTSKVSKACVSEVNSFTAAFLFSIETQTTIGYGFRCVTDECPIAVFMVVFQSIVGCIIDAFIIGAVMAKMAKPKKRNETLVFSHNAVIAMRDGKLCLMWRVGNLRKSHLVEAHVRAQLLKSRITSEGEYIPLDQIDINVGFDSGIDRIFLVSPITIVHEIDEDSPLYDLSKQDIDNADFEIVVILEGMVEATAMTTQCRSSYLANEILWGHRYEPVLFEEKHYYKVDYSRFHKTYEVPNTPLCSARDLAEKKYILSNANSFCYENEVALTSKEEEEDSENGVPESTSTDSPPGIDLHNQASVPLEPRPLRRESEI
KCNQ2 inh – KCNQ2 potassium channel inhibitors, primary screen, cell-based, CHO-K1, FluxOR thallium flux, B-score (AID 2156); Potassium voltage-gated channel subfamily KQT member 2 (Rattus norvegicus), O88943; 20 min; hits give low values; B-score at 10 µM; hit rate 1.1% among 310,000;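 active = fluorescence ratio B-score at most minus 3 library SDs, with starting brightness B-score within 2 library SDs, cut at about -5.5 in these data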
Numbers without * were called inactive; i = inactive; & = joins results of further samples.

Kir21 block,KCNQ2 inh,molecule
0.04,i,CCCn1c(CCc2ccccc2)nnc1SCC(=O)N1CCCC1
1.4,i,CC(=O)Nc1ccc(S(=O)(=O)N2CCSC2c2ccc(C)cc2)cc1 (stereo unspecified)
1.3,i,O=C(c1ccc(O)c(Cl)c1)N1CCN(S(=O)(=O)c2ccccc2)CC1
-0.94,i,COc1ccc(-c2cc(C)no2)cc1S(=O)(=O)N(C)c1ccc(C)c(C)c1
-1.1,i,Cc1cccc(NC(=S)NCCc2ccc(F)cc2)c1C
-0.02&1.6,i,C[C@]12CCC(=O)C=C1CC[C@@H]1[C@@H]2[C@@H](O)C[C@@]2(C)[C@H]1CC[C@]2(O)C(=O)COC(=O)CCC(=O)O
-0.05,i,Cc1ccccc1Nc1nc(-c2ccccc2)c(C(=O)Nc2cccnc2)s1
0.68,i,Cc1nnc(NC(=O)CN2CC(C)OC(C)C2)s1 (stereo unspecified)
2.1,i,COCc1cc(C)nc(Nc2ccccc2OC)c1C#N
1.2,i,COc1ccccc1/C=C/C1(C(=O)NC2CCCC2)CC(=O)N1c1ccccc1 (stereo unspecified)
0.38,i,O=C(NC12CC3CC(CC(C3)C1)C2)N1CC2Cc3cccc(=O)n3C(C2)C1 (stereo unspecified)
1.2,i,CCCn1nc(CC(=O)OCC)c2ccccc2c1=O
-0.47,i,O=C(NC(Cc1ccccc1)C(=O)O)/C(=C/c1ccc([N+](=O)[O-])cc1)NC(=O)c1ccccc1 (stereo unspecified)
-0.03,i,CCN(CC(=O)NCc1cccs1)C(=O)c1cccc(S(=O)(=O)N2CCc3ccccc32)c1
0.32,i,O=C(Nc1ccccc1Oc1ccsc1C(=O)O)c1ccccc1F
0.25,i,O=C(C1=C[C@@H](C2CCCCC2)C[C@@H](OCc2ccc(CO)cc2)O1)N1CCOCC1
-0.6,i,COc1nnc(-c2ccc(C)c(S(=O)(=O)N(C)C)c2)c2ccccc12
2.2,i,COCCNc1nnc(SCC(=O)NNC(=O)c2ccc([N+](=O)[O-])cc2)s1
-1.2,i,CC(NC(=O)Cc1cccs1)c1ccncc1 (stereo unspecified)
-0.4,i,CCOC(=O)Cc1c(C)nc(SC)[nH]c1=O
0.67,i,O=C(Nc1ccccc1)N1CCn2c1nc1ccccc12
-6.3,i,Cc1ccsc1C1C=C(c2cccc(Br)c2)Nc2ncnn21 (stereo unspecified)
0.01,i,COc1ccc(OCc2nnc(SCC(=O)N3CCCC3)o2)cc1
-0.51,i,COC(=O)NNC(=O)c1ccccc1OC
1.4,i,CC/C(C)=N\NC(=O)CNC(=O)c1ccc(Cl)cc1Cl
-0.65,i,CCN(CC(=O)Nc1ccccc1OC)C(=O)/C=C/c1cccs1
0.47,i,COc1ccccc1C(=O)NNC(=O)c1cccc(Br)c1
-0.67,i,COC(=O)[C@@H]1C[C@@]2(O)[C@@H](O)[C@@H](O)[C@@H](O)C[C@H]2N1Cc1ccc(Cl)cc1
-0.35,i,Clc1ccc(-n2ncc3c(NCc4cccnc4)ncnc32)cc1Cl
-0.89,i,Cc1cccc(NC(=O)C2(c3ccccc3)CC2(Cl)Cl)c1 (stereo unspecified)
-1.7,i,CCCCc1ccc(NC(=S)NCC2CCCO2)cc1 (stereo unspecified)
1.5,i,CCc1cccc(C)c1NC(=O)C1CCCO1 (stereo unspecified)
-0.14,i,O=C(NCc1ccccn1)C1CCN(Cc2cccc(OCc3ccccc3)c2)CC1
-1.4,i,Cc1cccc(NC(=O)CSC(N)=O)c1C
0.02,i,CC1CCN(S(=O)(=O)c2ccc3ccccc3c2)CC1
0,i,CCCN(CCC)CC(=O)N1CC(=O)Nc2ccccc21

Record cards (already shown). Order of screens: Kir21 block | KCNQ2 inh
COc1ccccc1C(=O)NNC(=O)c1cccc(Br)c1 is listed as 0.47 | i
CC1CCN(S(=O)(=O)c2ccc3ccccc3c2)CC1 is listed as 0.02 | i

Continued:
Kir21 block,KCNQ2 inh,molecule
-1.6,i,Cc1onc(-c2ccccc2)c1C(=O)N1CCOCC1
0.03,i,OC(CN1CCN(Cc2ccccc2)CC1)c1ccc(Br)cc1 (stereo unspecified)
0.06,i,COC(=O)c1ccc(/C=N/NC(=O)C2CC(=O)N(c3ccc(F)cc3)C2)cc1 (stereo unspecified)
-0.17,i,CN1CCN(c2ccc(S(=O)(=O)N3CCCCC3)cc2NC(=O)COc2cccc(Cl)c2)CC1
-1.4,i,O=C(CCn1ccc2cc(S(=O)(=O)N3CCCC3)ccc21)NCc1ccccc1F
1,i,COc1cccc(CNS(=O)(=O)/C=C/c2ccc(OC)c(OC)c2)c1
-0.83,i,CCOc1ccc(C2NCCc3cc(OC)c(OC)cc32)cc1OC (stereo unspecified)
0.82,i,O=C(CCc1nc(-c2ccccc2)no1)NCc1cccnc1
0.1,i,CC(C)NC(=O)/C=C/C(=O)O
0.46,i,COc1ccc(N2C(=O)C3CCCN3C2c2ccccc2OC)cc1 (stereo unspecified)
0.16,i,CCOC(=O)Nc1ccc2c(c1)N(C(=O)N(C)C)c1ccccc1CC2
0.27,i,Cn1c(CNC(=O)c2ccccc2F)nnc1SCC(=O)Nc1nnc(C2CC2)s1

4 records picked at random from those above:
Kir21 block,KCNQ2 inh,molecule
0.82,i,O=C(CCc1nc(-c2ccccc2)no1)NCc1cccnc1
0.03,i,OC(CN1CCN(Cc2ccccc2)CC1)c1ccc(Br)cc1 (stereo unspecified)
1,i,COc1cccc(CNS(=O)(=O)/C=C/c2ccc(OC)c(OC)c2)c1
-1.6,i,Cc1onc(-c2ccccc2)c1C(=O)N1CCOCC1

The listing continues.
Kir21 block,KCNQ2 inh,molecule
-0.01,i,COc1ccc(CNC(=O)c2ccc(NC(=O)C3=CSCCO3)cc2)cc1
0.06,i,Cn1ccsc1=NC(=O)c1cccc(OC(F)F)c1
-0.37,i,Clc1ccc(C2C3=C(Nc4ncnn42)c2ccccc2CC3)cc1 (stereo unspecified)
0.34,i,CCCN(CCC)CCCn1c(=O)[nH]c2ccccc21
0.31,i,CCOCCCNCc1cn(-c2ccc(F)cc2F)nc1-c1ccccc1C
1.1,i,CCN1CCCC1CNC(=S)Nc1ccc(C(C)=O)cc1 (stereo unspecified)
-0.11,i,Cc1ccc(OCc2n[nH]c(=S)n2-c2ccccc2)cc1
0.79,i,CC(C)(C)c1ccc(-c2noc(C(=O)NN)n2)cc1
0.35,i,CC(C)(C#CC(O)(c1ccccc1)c1ccccc1)N1CCCCC1
-0.05,i,O=C(N1CCOCC1)N1CCN(S(=O)(=O)N2CCCCC2)CC1
-0.3,i,Cc1ccc(C)c(OCC(=O)NNC(=O)CSC(=S)N2CCCC2)c1
1.8,i,O=C(NCC1CCCO1)c1ccc(NC(=O)c2cccc(Cl)c2)cc1 (stereo unspecified)
0.65,i,CN(C)CCOc1ncnc2c1oc1ccccc12
-1.8,i,O=C(CN1C(=O)NC2(CCCC2)C1=O)OCCOc1ccc(Br)cc1
1.2,i,O=C(COC(=O)c1ccc(F)cc1F)NCCNC(=O)COC(=O)c1ccc(F)cc1F
-3.2,i,O=C(NC1CCCC1)c1ncn[nH]1
-0.25,i,O=C(O)c1cc([N+](=O)[O-])ccc1NCCCc1ccccc1
0.18,i,O=S(=O)(Cc1ccccc1Cl)CC(O)COc1ccccc1Cl (stereo unspecified)
0.31,i,Cc1cccc(SC2CCN(Cc3nc(CC4CC4)no3)CC2)c1
-0.84,i,COc1ccc(OCCOC(=O)CN2C(=O)NC3(CCCC3)C2=O)cc1
-0.03,i,Cc1ccccc1-n1nc(-c2ccc(N)cc2)cc1N
0.59,i,CN1CCN(CC(=O)Nc2cccc([N+](=O)[O-])c2)CC1
-0.84,i,O=[N+]([O-])c1ccc(Nc2ccccc2F)nc1
-1.5,i,COc1cccc(CN2CCN(C3CCOCC3)CC2CCO)c1 (stereo unspecified)
-0.7,i,Cc1cc(C(=O)CC#N)c(C)n1CC(F)(F)F
-0.05,i,CC1CN(C(=O)C(C)N2CCN(c3ccccc3Cl)CC2)CC(C)O1 (stereo unspecified)
-0.13,i,COc1cc(OC)cc(C(=O)NCC(=O)Nc2ccc(OC)c(Cl)c2)c1
-1.3,i,CC(C)C[C@@H](CO)N1CCN(C)CCC1=O
-0.6,i,COc1cc(C=O)ccc1OCc1ccncc1
0.95,i,Nc1nnnn1/N=C/c1ccccc1OCc1ccccc1
-0.05,i,O=C(COc1ccccc1F)NC1CC1
-1.1,i,CC(=O)NCc1ccc2[nH]c(C)cc2c1
1.7,i,CC(=O)NC(CCS(C)(=O)=O)C(=O)Nc1ccc2c(c1)OCO2 (stereo unspecified)
-1.5,i,COc1ccc(C(=O)C2CCCN(Cc3cc(C)c(O)c(C)c3)C2)c(OC)c1 (stereo unspecified)
-0.35,i,O=S1(=O)[C@H]2C[C@@H]3C=C[C@]2(CN1Cc1ccc(C(F)(F)F)cc1)O3
-2.7,i,C[C@@H]1CCC(=O)N(CC[C@H](N=[N+]=[N-])c2ccccc2)CC1
-0.41,i,Cc1cc(/C=N/NC(N)=S)c(C)n1-c1ccc(Cl)c(Cl)c1
-0.07,i,CCOC(=O)c1ccc(-n2ncc(C(=O)OCC)c2N)cc1
-1.2,i,COc1cccc(NC(=O)CCCN2C(=O)C3CC=CCC3C2=O)c1 (stereo unspecified)
1.4,i,Cc1ccccc1Cn1nnc(-c2ccc(F)cc2)n1
-1.6,i,CN(Cc1nccs1)C(=O)c1ccc(OC2CCN(CCc3ccccc3)CC2)cc1
1,i,CCOc1ccc(OCc2cccc(C(=O)O)c2)cc1
1,i,CCS(=O)(=O)N1CCN(c2ccc([N+](=O)[O-])c(NCc3cccnc3)c2)CC1
0.46,i,O=Cc1ccccc1-n1cncn1
-2,i,CC(=O)c1cccc(OCC(O)CNCC2COc3ccccc3O2)c1 (stereo unspecified)
-1.2,i,CSc1sc(C(=O)O)c(C)c1C(C)=O
-0.33,i,Cn1c(CNc2nc3ccccc3n2C)nc2ccccc21
-0.56,i,CCCCN(C(=O)c1cccc(S(=O)(=O)N2CCCCC2)c1)C1CCS(=O)(=O)C1 (stereo unspecified)

In the list so far, these have bromine.
Kir21 block,KCNQ2 inh,molecule
-6.3,i,Cc1ccsc1C1C=C(c2cccc(Br)c2)Nc2ncnn21 (stereo unspecified)
0.47,i,COc1ccccc1C(=O)NNC(=O)c1cccc(Br)c1
0.03,i,OC(CN1CCN(Cc2ccccc2)CC1)c1ccc(Br)cc1 (stereo unspecified)
-1.8,i,O=C(CN1C(=O)NC2(CCCC2)C1=O)OCCOc1ccc(Br)cc1

More results
Kir21 block,KCNQ2 inh,molecule
0.26,i,COc1ccc([N+](=O)[O-])cc1NC(=O)CN(C)S(=O)(=O)c1ccccc1
-1.8,i,CC(=O)c1ccc(-c2ccc(C(=O)N3CCCc4ccccc43)o2)cc1
1.7,i,CCN1CCN(Cc2c(O)ccc3c(=O)c(-c4ccccc4OC)coc23)CC1
1.6,i,COc1ccc(/C=C/C(=O)OCC(=O)N2CC(=O)Nc3ccccc32)cc1
-0.54,i,O=C(CN1CCN(c2cccc(Cl)c2)CC1)Nc1ccc([N+](=O)[O-])cc1C(=O)Nc1ccccc1F
0.06,i,CCOC(=O)/C(Sc1nc(-c2ccccc2)cc(-c2ccccc2)c1C#N)=C(\C)O
-0.03,i,CCn1cc(CN2CCC(C(=O)Nc3cccc(-c4cscn4)c3)CC2)cn1
-2.6,i,CCCCCN(C(=O)CCC(=O)OC(C)C(=O)Nc1cccc(C#N)c1)c1c(N)n(CCCC)c(=O)[nH]c1=O (stereo unspecified)
1.7,i,CC1CCCCC1NC(=O)/C(C#N)=C/C=C/c1ccccc1[N+](=O)[O-] (stereo unspecified)
0.09,i,O=C(CCC(=O)OCC(=O)c1ccc(Br)cc1)Nc1cccc2cccnc12
1.2,-9.9*,CCOC(=O)c1c(-c2cccs2)csc1NC(=O)CN(CC)CC
0.03,i,Cc1cc(C)c(NC(=O)CNC(=O)COC(=O)CN2C(=O)NC3(CCCC3)C2=O)c(C)c1
-1.2,i,Cc1cccc2nc(-c3cccnc3)c(Nc3ccccc3)n12
0.43,i,CN(C)S(=O)(=O)c1cccc(NC(=O)CCCC2CCCCC2)c1
0.23,i,O=C1CCc2cc(NS(=O)(=O)c3ccc([N+](=O)[O-])cc3)cc3c2N1CC3
-0.33,i,O=C(c1ccc(OC2CCN(Cc3ccccn3)CC2)cc1)N1CCC[C@H]1CO
1,i,O=C1CCCc2nn(-c3ccccc3)c(-c3ccncc3)c21
0.07,i,Cc1cc(=O)n(C)c(=O)n1CCCCCN1CCCC1
-0.64,i,CN1CCN(C(=O)C(=O)c2cn(CC(=O)N3CCCC3)c3ccccc23)CC1
2.3,i,CC(=O)c1cccc(CN2CCC(CO)(CCOc3ccccc3)CC2)c1
0.98,i,O=c1c2ccccc2nc(-c2ccco2)n1-c1nc2ccccc2s1
1,i,Cc1nnsc1C(=O)N1CCCC(N2CCN(c3cccc(C(F)(F)F)c3)CC2)C1 (stereo unspecified)
0.34,i,CCCSc1ncc(Cl)c(C(=O)Nc2ccc(S(=O)(=O)N3CC(C)OC(C)C3)cc2)n1 (stereo unspecified)
0.58,i,Cc1cccc(NC(=O)c2ccc(OCC(=O)NCc3ccccc3)cc2)c1C
1.2,i,CCCOc1ccccc1-c1nc(SCCC(=O)O)n[nH]1
-0.62,i,Cn1cc(C(=O)c2ccc(Cl)cc2Cl)cc1C(=O)N/N=C(\N)COc1cccc(C(F)(F)F)c1
-0.91,i,Cc1ccc(Cn2ccc(C3CC3)n2)cc1
